DYRK1A inh: Dyrk1A (rat) kinase inhibition; 310,000 tested, 0.43% active; inhibition, % at 12.5 µM; AID 504441; ADP-Glo luminescence, NFATc1 peptide; in the data active = inhibition above about 50%;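 also: plate controls were vehicle with enzyme for no effect and no enzyme for full effect; many of its hits are not listed in these tables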
GSK3A inh: inhibitors of human GSK-3 alpha kinase. P49840. ADP-Glo luminescence, 60 min. inhibition, % at 10 µM. 320,000 tested, 0.1% active;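 in the data active = inhibition above about 50%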;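 also: GST-tagged GSK-3 alpha with peptide substrate and 25 µM ATP; 0% = DMSO neutral wells and 100% = GW8510 positive control wells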
GSK3B inh: inhibitors of human GSK3beta kinase; AID 2097; P49841; 300,000 tested, 0.038% active; activity score (negative = inhibition), % at 10 µM; GST-GSK3beta kinase, ADP-Glo luminescence, 60 min; active compounds read low;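 active = more than half of replicate wells score below -50%, meaning over 50% inhibition versus plate controls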;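 also: 0% = median DMSO wells and -100% = median GW8510 positive control wells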
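Assay system: GST-tagged human GSK3beta kinase, cell-free; Input: 1.6 ng GSK3beta; Medium: Tris/MgCl2 kinase buffer; Timing: 60 min enzyme reaction, room temperature; Signal: ADP-Glo luminescence quantifying ADP generated by kinase; Evaluation: score relative to plate controls; Benchmarks: DMSO neutral wells and GW8510 at 20 µM as positive.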
RGS4 inh: inhibitors of human RGS4; B-score at 10 µM; 310,000 tested, 0.45% active; P49798; HEK293 M3R/RGS4 inducible, Fluo-4 calcium flux; active compounds read high; triggered by carbachol at its EC20; AID 463165;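 active = B-score, a plate-corrected calcium signal, over three deviations above library mean, with baseline fluorescence within five deviations of library mean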;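 also: RGS4 expression induced by doxycycline in cells with stable M3 receptor; B-score is computed from the integrated fluorescence ratio over baseline after carbachol; higher B-score means a larger calcium signal and so more RGS4 inhibition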
KCNK9 inh: human KCNK9 channel inhibition; Q9NPC2; HEK293 KCNK9, FluxOR thallium flux fluorescence; active compounds read low; B-score at 10 µM; 310,000 tested, 1.2% active;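 active = ratio B-score over 3 SD below the library mean, with starting fluorescence within 5 SD of its mean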;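 also: negative B-score means less thallium flux so channel inhibition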
PolyA inh: yeast polyadenylation inhibition; S. cerevisiae SKY197-pL101 polyadenylation reporter, beta-gal luminescence; efflux-impaired pdr1/pdr3 knockout yeast; score 100 = 6 SD above DMSO; calls only at 12 µM; AID 1875; 300,000 tested, 0.02% active;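 active = lowest replicate activity score at least 50, where 100 means six control SD above control mean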;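 also: yeast exposed to compound for 9 h at 30 °C; higher score means more reporter readthrough which indicates perturbed polyadenylation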
KCNQ1 block: human KCNQ1 channel inhibition | CHO-K1 KCNQ1, FluxOR thallium flux fluorescence; active compounds read high | B-score at 10 µM | P51787 | 310,000 tested, 1.3% active;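 active = compounds whose thallium flux B-score, printed positive for inhibition, exceeds three library SD while starting fluorescence stays within three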;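 also: channel opened by potassium depolarization with thallium stimulus after 20 min compound exposure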
RGS4 pot: potentiators or activators of RGS4 | HEK293 M3R/inducible RGS4, carbachol calcium flux Fluo4; active compounds read low | B-score at 10 µM | 310,000 tested, 0.92% active | AID 463111;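 active = B-score of the integrated calcium signal more than 4 SD below the library mean, with starting fluorescence not abnormally high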;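 also: negative B-score means reduced calcium response which marks RGS4 activation or potentiation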
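Assay system: HEK293 FlpIn-TREx cells, stable M3R, doxycycline-inducible RGS4 / Probe or stimulus: carbachol, ECmax concentration / Times: overnight RGS4 induction, 30 min dye load 37 °C, 20 min compound RT / Signal: kinetic calcium fluorescence imaging with Fluo4-AM dye, 2 µM / Measure: Agonist-evoked peak-minus-minimum fluorescence over baseline, integrated ratio, B score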
KCNK3 inh: human KCNK3 channel inhibition, primary screen | O14649 | CHO-KCNK3 thallium flux, FluxOR fluorescence; active compounds read low | B-score at 10 µM | 340,000 tested, 0.84% active;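 active = B-score under library mean minus 4 SD, starting fluorescence ratio at most library mean plus 5 SD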;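 also: more negative B-score means stronger inhibition of thallium flux through KCNK3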
KCNQ1 pot: potentiates or activates the human KCNQ1 potassium channel; P51787; CHO-K1 KCNQ1, thallium flux FluxOR fluorescence; active compounds read high; B-score at 10 µM; 310,000 tested, 0.35% active; AID 2648;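 active = fluorescence ratio B-score, a plate-corrected score, at least three library SD, with initial intensity B-score within 5 SD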
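Schedule – 37 °C overnight plating, 90-min dark dye load, 20-min compound pretreatment · System – stable KCNQ1 CHO-K1 line · Probe or stimulus – thallium- and potassium-containing depolarizing buffer · Measured by – kinetic FluxOR fluorescence, 10 s baseline plus 110 s post-stimulus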
hERG protect: compounds protecting human hERG from proarrhythmic drug block; CHO-hERG, FluxOR thallium flux, dofetilide IC70 present; activation (rescue from dofetilide block), less the hit threshold, % at 10 µM; 310,000 tested, 0.51% active; Q12809; AID 1511;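 active = activation above the mean of controls blocked by dofetilide plus 5 SD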;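 also: thallium influx through hERG after potassium depolarization seen as dye fluorescence rise; in these data hits start at about 4.7%; inactives centre near -7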
Target sequence (Q12809 whole entry, looked up): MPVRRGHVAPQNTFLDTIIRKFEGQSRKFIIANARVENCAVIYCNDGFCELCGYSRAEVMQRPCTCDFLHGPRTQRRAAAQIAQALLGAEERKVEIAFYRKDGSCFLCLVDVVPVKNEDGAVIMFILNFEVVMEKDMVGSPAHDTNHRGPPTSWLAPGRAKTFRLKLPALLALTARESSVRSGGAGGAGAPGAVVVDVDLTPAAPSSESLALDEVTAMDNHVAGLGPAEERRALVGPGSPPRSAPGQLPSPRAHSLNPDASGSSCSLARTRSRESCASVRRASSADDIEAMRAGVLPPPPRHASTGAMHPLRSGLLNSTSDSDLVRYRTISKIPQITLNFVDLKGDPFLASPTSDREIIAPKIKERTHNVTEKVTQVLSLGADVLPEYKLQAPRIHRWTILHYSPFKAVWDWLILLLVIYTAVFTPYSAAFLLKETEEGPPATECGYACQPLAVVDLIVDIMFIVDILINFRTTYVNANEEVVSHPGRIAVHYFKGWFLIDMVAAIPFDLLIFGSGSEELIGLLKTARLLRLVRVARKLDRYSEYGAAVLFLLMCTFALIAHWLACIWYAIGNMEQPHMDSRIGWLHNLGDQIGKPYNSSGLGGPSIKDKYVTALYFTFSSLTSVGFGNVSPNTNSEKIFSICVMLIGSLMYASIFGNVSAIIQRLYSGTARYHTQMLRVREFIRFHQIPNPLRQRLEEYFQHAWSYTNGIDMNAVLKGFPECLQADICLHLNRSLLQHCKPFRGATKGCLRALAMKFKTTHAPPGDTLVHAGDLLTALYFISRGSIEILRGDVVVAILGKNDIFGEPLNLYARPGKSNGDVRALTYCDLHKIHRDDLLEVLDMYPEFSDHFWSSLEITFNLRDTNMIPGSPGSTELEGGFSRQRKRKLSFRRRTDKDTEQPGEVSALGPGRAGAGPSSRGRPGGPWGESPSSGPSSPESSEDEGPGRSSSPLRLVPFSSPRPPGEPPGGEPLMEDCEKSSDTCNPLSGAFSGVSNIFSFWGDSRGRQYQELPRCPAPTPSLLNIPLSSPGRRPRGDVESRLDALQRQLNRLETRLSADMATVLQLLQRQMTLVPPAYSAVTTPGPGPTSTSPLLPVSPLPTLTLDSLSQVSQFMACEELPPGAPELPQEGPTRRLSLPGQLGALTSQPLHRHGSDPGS
* hit, by the source's call; i = inactive; / = not tested or not shown.

Order of values – DYRK1A inh	GSK3A inh	GSK3B inh	RGS4 inh	KCNK9 inh	PolyA inh	KCNQ1 block	RGS4 pot	KCNK3 inh	KCNQ1 pot	hERG protect
- CCOC(=O)c1c(/N=C/c2cc([N+](=O)[O-])ccc2O)sc(C)c1C
 : /	2.9	-0.8	i	i	i	i	i	i	i	-4.0
- COc1ccc(C(CNc2nc(-c3cccnc3)nc3ccccc23)N(C)C)cc1 (stereo not drawn)
 : 15.2	-1.5	/	i	i	i	i	-9.32*	i	i	-14.6
- Cc1ccc(C(=O)Nc2ccc(N3CCOCC3)cc2)cc1
 : -4.1	1.1	0.4	i	i	i	i	i	i	i	2.4
- Cc1ccc(-c2nnn(CC(=O)NCc3ccccc3)n2)c(-n2cnnn2)c1
 : -2.3	-2.3	0.9	i	i	i	i	i	i	i	-3.1
- C#CCOCCOCCOCCNc1nc(N2CCN(C(=O)[C@H]([C@@H](C)CC)n3cc([C@@H](N)Cc4ccc(O)cc4)nn3)CC2)nc(N2CCN(C(=O)[C@H](Cc3ccc(O)cc3)n3cc([C@@H](N)C(C)CC)nn3)CC2)n1 (stereo partly drawn)
 : -1.7	-1.2	5.3	i	i	i	i	i	i	i	-4.3
- O=C(Nc1nc(-c2ccccn2)cs1)c1ncc(Cl)c(Cl)c1Cl
 : 2.6	-0.8	-2.6	i	i	i	i	i	i	i	-4.2
- Cc1ccc(-c2c(C(=O)Nc3ccccc3C)c(C)[nH]c(=S)c2C#N)o1
 : -1.3	1.2	-0.1	i	i	i	i	i	i	i	-4.6
- CC(=O)c1cccc(S(=O)(=O)N2CCCC(c3nc4c(nnn4Cc4ccccc4Cl)c(=O)[nH]3)C2)c1 (stereo not drawn)
 : -0.6	/	-1.1	i	i	i	i	i	i	i	-7.6
- CC1(C)CC(=O)C2=C(C1)N(c1cccc(Cl)c1)C(=O)NC2(C(F)(F)F)C(F)(F)F
 : -9.4	-3.9	3.8	i	i	i	i	i	i	i	-5.3
- COc1ccc(CC(=O)NCc2ccccc2)cc1S(=O)(=O)N1CCOCC1
 : 1.9	-1.2	-1.1	i	i	i	i	i	i	i	-12.2
- C#CC1(NC(=O)NC(C)(C)C)CCCCC1
 : -3.6	-3.0	2.6	i	i	i	i	i	i	i	-4.7
- COc1ccc(/C=C\c2nc(O)c([N+](=O)[O-])c(=O)[nH]2)cc1O
 : 0.5	1.8	0.4	i	i	i	i	i	i	i	-10.7
- O=C(CSc1ccccc1C(=O)O)NCc1ccccc1
 : -7.1	-0.2	-0.2	i	i	i	i	i	i	i	-2.9
- Cc1cccc(C(=O)OCC(=O)N(CC(C)C)c2c(N)n(Cc3ccccc3)c(=O)[nH]c2=O)c1O
 : 7.6	-1.3	-1.0	i	i	i	i	i	i	i	-8.5
- CCCc1ncc(C(O)c2cccc3ccccc23)n1C (stereo not drawn)
 : -27.9	2.2	1.4	i	i	i	i	i	i	i	-2.8
- O=C(CSc1nnc(CNC(=O)c2ccccc2)o1)Nc1ccc2c(c1)OCO2
 : 6.2	0.7	4.9	i	i	i	i	i	i	i	-11.9
- CCN1C(=O)[C@@H]2[C@@H](c3ccc(-c4ccc(F)cc4)cc3)N3CCC[C@@]3(C(=O)OC)[C@@H]2C1=O
 : 3.0	-1.5	0.3	i	i	i	i	i	i	i	-3.6
- CC(NC(=O)C1CCN(S(=O)(=O)c2cnc[nH]2)CC1)c1ccccc1 (stereo not drawn)
 : 9.3	/	-1.3	i	i	i	i	i	i	i	-9.5
- O=C(O)COCC(=O)Nc1ccc(OCCc2ccccc2)cc1
 : 1.2	-2.9	-0.2	i	i	i	i	i	i	i	-8.9
- C=CCOc1c2ccc(C(=O)N(CC)c3ccc(OC)cc3)cc2nn1C
 : 6.7	-3.4	0.7	i	i	i	i	i	i	i	-8.9
- CCN(CC)S(=O)(=O)c1cccc(-c2nnc(SCC(N)=O)n2N)c1
 : -1.2	-1.8	1.6	i	i	i	i	i	i	i	-4.7
- COc1ccc(N2C(=O)c3ccccc3NC2c2ccc(OC)c(CN3CCOCC3)c2)cc1 (stereo not drawn)
 : -8.7	0.0	2.9	i	i	i	i	i	i	i	-14.5
- Cc1nn(CC(=O)N2CCC(N3CCCCC3)CC2)c(=O)c2c1sc1ccccc12
 : -1.1	-0.5	0.5	i	i	/	i	i	i	i	-4.3
- O=C(CCCn1c(SCC(=O)c2ccc(F)cc2)nc2ccccc2c1=O)NCc1ccco1
 : -0.7	0.8	0.0	i	i	i	i	i	i	i	-14.8
- O=C(O)CC1(Cc2nc(-c3cccs3)no2)CCCC1
 : 7.5	-7.1	7.0	i	i	i	i	i	i	i	-20.2
- CCSc1nc(-c2ccc(OC)cc2)cc(-c2ccc(OC)cc2)c1C#N
 : 3.5	-1.9	0.8	i	i	i	i	i	i	i	-10.8
- O=C(NCCCN1CCCCCC1)C1CC(=O)N(C2CCCC2)C1 (stereo not drawn)
 : 0.0	6.5	2.1	i	i	i	i	i	i	i	-5.6
- COc1ccc(Nc2cc(C(=O)NCCCN3CCN(C)CC3)c3ccccc3n2)c(OC)c1
 : -9.9	0.0	-2.7	i	i	i	i	i	i	i	-4.1
- COC(=O)c1sc(C(C)(C)C)cc1CS(=O)(=O)c1ccc(Cl)cc1
 : /	-2.6	-1.4	i	i	i	i	i	i	i	-3.5
- O=C(CSc1nnc2ccccn12)NNC(=O)c1ccc([N+](=O)[O-])cc1
 : 1.9	2.6	-3.6	i	i	i	i	i	i	i	-10.3
- CCOC(=O)CCC(=O)Nc1ccc(S(=O)(=O)N2CCC(C)CC2)cc1
 : 1.2	-3.9	-2.6	i	i	i	i	i	i	i	-3.6
- CCN(CC(=O)Nc1ccccc1Br)C1CCCCC1
 : -2.7	-1.2	-3.6	i	i	i	i	i	i	i	-15.4
- Cn1nc(C(C)(C)C)cc1C(=O)O
 : 1.9	-0.9	-0.6	i	i	i	i	i	i	i	-10.8
- Cc1cc(C(=O)COc2cccnc2[N+](=O)[O-])c(C)n1-c1ccccc1F
 : /	2.1	1.1	i	i	i	i	i	i	i	-9.1
- O=C(Cn1cnc2c(nnn2Cc2ccccc2)c1=O)c1ccc(Cl)cc1
 : 0.2	-1.8	-1.0	i	i	i	i	i	i	i	-5.5
- CN(C)c1ccc(C(C(=O)NCc2ccccc2)N(Cc2cccnc2)C(=O)c2snc(C(N)=O)c2N)cc1 (stereo not drawn)
 : -3.4	/	2.5	i	i	i	8*	i	i	i	-9.2
- CCCCn1c(N)c(N(CCOC)C(=O)CSCC(=O)Nc2cccc(C)c2)c(=O)[nH]c1=O
 : -2.3	2.3	-1.0	i	i	i	i	i	i	i	-15.2
- Cc1cc([N+](=O)[O-])nn1CCCC(=O)Nc1c(C)n(C)n(-c2ccccc2)c1=O
 : -7.2	-3.0	0.7	i	i	i	i	i	i	i	-10.6
- COC(=O)CCNCCSc1nnc(-c2ccco2)n1Cc1ccccc1
 : -1.3	2.5	1.7	i	i	i	i	i	i	i	-7.9
- CCOC(=O)N1CCN(C(=O)C2CCN(CC3CCCCC3)CC2)CC1
 : -9.9	-4.3	-1.4	i	i	i	i	i	i	i	-7.3
- O=[N+]([O-])c1cccc(S(=O)(=O)N2CCN(S(=O)(=O)N3CCOCC3)CC2)c1
 : 1.4	0.9	1.4	i	i	i	i	i	i	i	-5.9
- CSc1nsc(SC)c1C(=O)Nc1ccc(C)cc1
 : -7.1	/	-0.7	i	i	i	i	i	i	i	-8.7
- CC(=O)c1c(C)[nH]c(C(=O)Nc2ccc(F)cc2F)c1C
 : -3.6	-0.1	4.4	i	i	i	i	i	i	i	-14.8
- CCCCCn1c(Sc2ncccn2)nc2c1c(=O)[nH]c(=O)n2C
 : 2.3	-1.4	0.7	i	i	i	i	i	i	i	-7.4
- Cc1nc(SCC#N)c2c(C)c(C)sc2n1
 : -6.5	-0.2	-3.9	i	i	i	i	i	i	i	-8.4
- COc1ccc(N2CCN(C(CNC(=O)C(C)(C)C)c3cccnc3)CC2)cc1 (stereo not drawn)
 : 3.2	-2.5	3.8	i	i	i	i	i	i	i	-6.1
- COc1cnn(C(C)(C)C)c(=O)c1Cl
 : -18.7	-1.0	-1.2	i	i	i	i	i	i	i	-8.5
- C/C=C/c1ccc(OCC(=O)Nc2cc(OC)c(OC)c(OC)c2)c(OC)c1
 : 3.7	-2.8	-0.9	i	i	i	i	i	i	i	-4.2
- COC(=O)/C=C/C(=O)Nc1cccc(C(F)(F)F)c1
 : -12.3	-2.4	-4.2	6.69*	i	i	i	i	i	i	-10.0
- CCOC(=O)CNC(=S)n1ncnc1N
 : -1.5	-0.6	1.7	i	i	i	i	i	i	i	-5.5
- CC(=O)Cc1nsc(NC(=O)c2ccc(-c3ccccc3Cl)o2)n1
 : 9.1	-3.1	1.2	i	i	i	i	i	i	i	-25.1
- CN(C)CCNCc1ccccc1OC1CCCC1
 : 1.6	-2.1	-0.2	i	i	i	i	i	i	i	-6.2
- CC(Cc1ccccc1)C(=O)NCc1ccccn1 (stereo not drawn)
 : 7.8	-2.5	3.8	i	i	/	i	i	i	i	0.7
- Cc1cccc(NC(=O)CCC(=O)Nc2nnc(C(F)(F)F)s2)c1
 : 6.0	-4.0	2.4	i	i	i	i	i	i	i	-4.3
- CC12CCC(C(=O)N3CCN(C(c4ccccc4)c4ccccc4)CC3)(OC1=O)C2(C)C (stereo not drawn)
 : -0.1	-1.9	-3.3	i	i	i	i	i	i	i	-13.5
- CCN(CC)C(=O)C(=O)N/N=C/c1cccc(Br)c1
 : 10.6	-1.0	-0.4	i	i	i	i	i	i	i	-5.5
- COc1cccc(OC)c1C(=O)Nc1cccc(C(C)=O)c1
 : 1.6	2.1	3.6	i	i	i	i	i	i	i	-20.6
- COc1ccc(C(=O)Nc2cccc(C(=O)O)c2)cc1S(=O)(=O)N1CCCC1
 : -6.5	-0.5	0.6	i	i	i	i	i	i	i	-11.4
- CCCCNC(=S)N1CCN(c2nc3ccccc3s2)CC1
 : 11.6	-3.1	2.8	i	i	i	i	i	i	i	-7.6

The list is partial, so the mix of outcomes need not match the whole.
